Assay outcomes as filed in PubChem BioAssay.
IMPase Li inh – membrane-permeable IMPase blocker, potentiated with lithium; CHO-M1 cells, IP1 TR-FRET (IP-One), carbachol + lithium; Potency, µM (highest dose often 59.4 µM), for the others: at the top dose activity, negative = IMPase inhibition, actives largely listed as inhibitors; 210,000 compounds, 0.35% hits;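 note: IP1 builds up when IMPase is blocked and the TR-FRET signal falls; plate controls were basal vehicle for no effect and high inhibitor control for full effect; nearly all actives have a fitted effect of over 50% in size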
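IP1 accumulation measured by competitive TR-FRET in lysed CHO-M1 cells after 30 min compound exposure at 37C, with a small lithium addition to potentiate weak responses. Hill-equation AC50 from ratio and donor-channel data.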
HTT ATP protect – protects HTT-Q103 PC12 cells, measured by ATP; Potency, µM (titrated, usually from 56.4 µM), without a hit: cytoprotection (ATP increase), actives largely listed as activators; PC12 HTT-Q103 induced, cytoprotection, ATP luminescence, 40 h; AID 1471; 230,000 compounds, 0.14% hits;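 note: % of control where 0% means no effect; nearly all actives have a fitted effect of over 45% in size; toxic huntingtin expression switched on by the ecdysone agonist tebufenozide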
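PC12 cells with ecdysone-inducible HTT exon 1 Q103-GFP, induced with 100 nM tebufenozide and co-treated with library compounds in a dose series (1536-well, 1500 cells/well). Cytoprotection read as ATP content by ATPlite luminescence.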
GoLoco inh red – RGS12 GoLoco-Gai1 interaction inhibition; P63096; Gai1:RGS12 GoLoco peptide FP, rhodamine, 10 min; Potency, µM (doses to about 61.6 µM), without a hit: at the highest dose activity, negative = inhibition, actives largely listed as inhibitors; 230,000 compounds, 0.44% hits; AID 880; active = well fitted inhibition curve with a large enough effect, not every such curve was filed as active; inactive = no such curve, though single readings can be large or run the other way; note: % is set by controls: 0 for no effect and ±100 for the full control effect; nearly all actives have a fitted effect of over 30% in size; many of its hits are not listed in these tables
Target sequence (P63096 whole entry, looked up): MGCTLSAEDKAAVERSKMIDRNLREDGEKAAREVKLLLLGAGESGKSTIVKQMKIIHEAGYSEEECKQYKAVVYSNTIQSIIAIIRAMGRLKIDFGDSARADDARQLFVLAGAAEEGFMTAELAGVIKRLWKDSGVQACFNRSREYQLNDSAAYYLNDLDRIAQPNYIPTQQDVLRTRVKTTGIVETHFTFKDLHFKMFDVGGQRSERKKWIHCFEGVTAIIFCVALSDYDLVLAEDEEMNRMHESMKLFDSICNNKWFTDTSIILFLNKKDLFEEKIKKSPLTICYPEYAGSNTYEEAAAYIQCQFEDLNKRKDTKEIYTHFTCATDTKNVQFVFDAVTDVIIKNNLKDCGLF
GAA glycogen – alters human alpha-glucosidase cleavage of glycogen; recombinant GAA, glycogen substrate, Amplex Red glucose oxidase fluorescence; Potency, µM (highest dose often 76.4 µM), for the others: top-dose activity change, negative = inhibition, hits mostly inhibitors; 300,000 compounds, 0.38% hits; AID 2100;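 note: 0% = full enzyme reaction and -100% = no-enzyme basal signal; the screen sought inhibitors and activators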
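Natural-substrate format: glycogen cleavage by 4 nM human enzyme, glucose read by Amplex Red coupling (Ex 573, Em 610 nm). Normalized to enzyme and no-enzyme controls.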
GAA inh – alpha-glucosidase (human) inhibition. 200,000 compounds, 0.005% hits. P10253. purified human GAA, 4-MU-alpha-glucoside fluorescence. Potency, µM (highest dose often 76.9 µM), for the others: at the top dose activity change, negative = inhibition, actives largely listed as inhibitors. AID 1466;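 note: plate controls were uninhibited enzyme wells for no effect and no-enzyme background for full effect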
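Read-out is 4-methylumbelliferone fluorescence (Ex 365/Em 440 nm) after NaOH/glycine stop at pH 10. Enzyme 4 nM, substrate 400 uM, pH 5.0 citrate buffer, 20 min room temperature; AC50 from Hill-equation concentration-response.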
aGlu spleen mod – lysosomal alpha-glucosidase (human) modulation; P10253; human spleen homogenate, 4-MU-alpha-glucoside fluorescence; Potency, µM (highest dose often 79.9 µM), for inactives: top-dose activity change, negative = inhibition, hits mostly inhibitors; 240,000 compounds, 0.006% hits;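 note: 0% = enzyme with vehicle and -100% = no enzyme basal signal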
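AC50 values come from Hill-equation fits of concentration-response data, normalized to no-enzyme and full-activity controls. Enzyme source: 1 ug human spleen homogenate; 1 mM fluorogenic 4-MU glucoside, pH 5.0 citrate buffer, 37 C, 40 min.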
HTT aggregate – reduces HttQ103-GFP aggregates in PC12 cells; PC12 HttQ103-GFP aggregates, Acumen cytometry, 40 h; Potency, µM (series often up to 46.1 µM), inactives show top-dose activity change, negative = inhibition, usual class: inhibitors; 220,000 compounds, 1.1% hits; note: % is set by controls: 0 for no effect and ±100 for the full control effect; nearly all actives have a fitted effect of over 60% in size
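PC12 cells stably carrying ecdysone-inducible HTT exon 1 Q103–GFP were induced with tebufenozide (100 nM final) and treated with library compounds in titration. GFP aggregates in lysates were counted by laser scanning cytometry.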
Active calls of the source: *; u = inconclusive; x = no result given; ! = not active in a repeat; [ ] = another dose, or the depositor's remark. Unless noted, calls come from the whole dose curve; as a rule, active = well fitted curve in the direction sought with a large enough effect; inconclusive = small, poorly fitted or top-dose-only effect, or another doubt; inactive = no such curve, though single readings can be large; an effect the other way counts as inactive or inconclusive. Potency is the fitted concentration of half-maximal effect. This is a subset; count on the stated rates, not on these rows.

| canonical_smiles | IMPase Li inh | HTT ATP protect | GoLoco inh red | GAA glycogen | GAA inh | aGlu spleen mod | HTT aggregate |
| --- | --- | --- | --- | --- | --- | --- | --- |
| COc1ccc2[nH]cc(/C=N/NS(=O)(=O)c3ccc(C)cc3)c2c1 | x | 4%[10 µM] | -3% | u | x | -1% | 29%[9.22 µM] |
| CCN1CCN(C(c2ccccc2)c2nnnn2Cc2ccc(OC)cc2)CC1 (centres undefined) | 1% | -12% | -3% | -9% | 9% | -9% | -2% |
| Cc1ccc(C(=O)Oc2oc(-c3ccccc3)nc2C=Nc2ccc(N(C)C)cc2)cc1 | 15% | -57%[inhibitor][10 µM] | 3% | -8% | 4% | 6% | 10% |
| COc1ccccc1-c1nc2n(n1)C(c1cccs1)C(C(=O)Nc1cccnc1)=C(C)N2 (centres undefined) | -10%[38.3 µM] | -66%[inhibitor] | 9% | 5% | 1% | 2% | 4% |
| Cc1ccc(-n2c(=O)c3ccc(C(=O)NCc4ccco4)cc3n(Cc3ccccc3C#N)c2=O)cc1 | -17% | -9%[10 µM] | 10% | 32µM*! | 4% | -8% | 3% |
| COc1ccc(OC)c(/C=N/NC(=O)c2ccc(=O)[nH]n2)c1 | x | 6%[10 µM] | 15% | -8% | x | 7% | -11%[9.22 µM] |
| O=C(/C=C/c1ccccc1)OCc1cnc(Cl)s1 | 2% | -26% | 4% | -11% | -3% | 9% | 1% |
| C/C(=N\NC(=O)c1ccccc1[N+](=O)[O-])c1ccc(Br)s1 | 2% | u | 8% | 4% | u | -3% | 22% |
| O=[N+]([O-])c1ccc2[nH]c(O)c(N=NC(=S)Nc3cccnc3)c2c1 | x | 10%[10 µM] | 8% | -1% | x | -2% | 13%[9.22 µM] |
| Cc1cc(C)c(S(=O)(=O)N2CCOC2CNC(=O)C(=O)NCc2cccnc2)c(C)c1 (centres undefined) | 3% | x | -9% | -2% | -9% | 2% | -2% |
| O=C(Nc1nnc(-c2ccc(Cl)cc2)o1)C1CCCCC1 | x | 10%[10 µM] | 8% | -4% | x | -2% | 3%[9.22 µM] |
| O=C(CC1SC(=Nc2ccc(O)cc2)NC1=O)Nc1ccccc1 (centres undefined) | x | 19%[10 µM] | 0% | -21% | x | 12% | 15%[9.22 µM] |
| CC(=O)c1cccc(NC(=O)CN(Cc2ccccc2)S(C)(=O)=O)c1 | 1%[38.3 µM] | -14%[0.074 µM] | 10% | 5% | -3% | -5% | -11% |
| Cc1cc(=O)nc2c3ccccc3n(C(C)C(=O)NCCC(C)C)n12 (centres undefined) | x | 13%[10 µM] | -1% | 0% | x | -11% | -4%[9.22 µM] |
| Cn1c(CN2CCCC2)nc2cc(NC(=O)COc3ccc(Cl)cc3)ccc21 | 40%[activator][38.3 µM] | -5% | 3% | -4% | -6% | -2% | -16% |
| O=C(O)c1cccc(NS(=O)(=O)c2ccc3nnn(O)c3c2)c1 | 18%[38.3 µM] | -5% | -2% | 4% | 3% | -8% | -12% |
| Cc1ccc(N=C2SC(C(=O)O)CC(=O)N2C)cc1C (centres undefined) | 6% | 1%[10 µM] | 0% | -4% | -9% | 0% | 8%[9.22 µM] |
| O=C(Cn1nc(C(=O)O)c2ccccc2c1=O)NCC1CCCO1 (centres undefined) | 6% | 14%[10 µM] | -4% | -3% | 0% | -3% | -1% |
| C/C(CCN1CCc2nc(-c3ccccc3)c(-c3ccccc3)cc2C1)=N\O[C@@H](C)c1cc(-c2c(C)cc(C)cc2C)no1 | 1% | 9%[10 µM] | 6% | 2% | u | 9%[17.4 µM] | -13% |
| CCOc1cc(/C=N/NC(=O)Cn2nc([N+](=O)[O-])cc2C)cc(Br)c1OCc1ccccc1C | 27%[38.3 µM] | -110%[inhibitor] | 2% | -1% | -12% | 2% | 22%[9.22 µM] |
| Cc1cc(C)c2c(c1)NC(c1cc3c(cc1Br)OCO3)C1CC=CC21 (centres undefined) | -3% | 5%[1.9 µM] | 4% | -3% | -4% | 6% | 2% |
| CCC(Sc1nc(C)cc(=O)[nH]1)C(=O)Nc1nc(-c2ccccc2)cs1 (centres undefined) | 36%[activator][38.3 µM] | -19% | 17% | -4% | u | -4% | u |
| COc1ccc(OCCC(=O)NC2=NCCS2)cc1 | 11%[38.3 µM] | 14% | 4% | -7% | -5% | -6% | -10% |
| COC(=O)c1ccc(NC(=O)C(=O)N2CCN(C(=S)Nc3ccccc3OC)CC2)cc1 | -5% | 24%[10 µM] | 26% | -8% | -2% | -5% | -10% |
| COC(=O)C1=C(C)OC(N)=C(C#N)C1c1ccccc1F (centres undefined) | -6%[38.3 µM] | 19% | 3% | -6% | x | 3% | 14% |
| CC(=O)Oc1ccc(C(=O)O)cc1OC(C)=O | -4%[38.3 µM] | -13% | -32% | u | -6%[15.4 µM] | 14% | 2% |
| O=C(CSc1nnc(-c2ccc(F)cc2)c2ccccc12)Nc1ccccc1 | 7% | -7%[1.9 µM] | 0% | -6% | -3% | 4% | 31% |
| S=C(NCCc1ccccc1)Nc1ccc(Nc2ccccc2)cc1 | 18% | 22%[10 µM] | 5% | u | -15% | -12% | 22%[9.22 µM] |
| CCOC(=O)c1cc([N+](=O)[O-])sc1NC(=O)c1ccc(S(=O)(=O)N2CC3(C)CC2CC(C)(C)C3)cc1 (centres undefined) | 21% | u | 77%[activator] | -2% | u | -15% | u |
| COC(=O)c1ccc2c(c1)NC(=O)C(N(CC(C)C)CC(C)C)S2 (centres undefined) | x | -5%[10 µM] | 4% | 6% | x | -4% | -37%[9.22 µM] |
| CCC(C)[C@H](NC(=O)NCc1ccc(S(N)(=O)=O)cc1)C(=O)OC (some centres undefined) | -9% | -15% | 0% | 6% | 1% | 2% | 7% |
| COc1ccccc1Cn1c(=S)[nH]c2cc(C(=O)NCc3cccnc3)ccc2c1=O | 9% | -17% | -3% | -1% | 7% | -1% | 1% |
| O=C(Cn1ncc(Cl)c(Cl)c1=O)N1CCN(Cc2ccccc2)CC1 | 7% | 34%[10 µM] | 14% | 0% | -5% | 1% | u |
| CC1=C(C#N)C(Nc2cc(C)ccn2)(C(F)(F)F)C(=O)N1 (centres undefined) | 31%[activator][38.3 µM] | 6% | -8% | 2% | -20% | 2% | -11%[9.22 µM] |
| COC(=O)c1c(C)cc(OC(=O)c2c(C)cc(O)c(C=O)c2O)c(C)c1O | 7% | -111%[inhibitor] | -4% | x | x | 3% | x |
| C=CCn1c(SCC(=O)Nc2cccc3ccccc23)nc(O)c(CC)c1=O | 22%[38.3 µM] | -4% | -4% | -9% | 1% | 1% | 13% |
| COc1ccc([C@@H]2CC(=O)c3c(O)cc(O[C@H]4O[C@@H](CO[C@H]5O[C@@H](C)[C@@H](O)[C@@H](O)[C@@H]5O)[C@@H](O)[C@@H](O)[C@@H]4O)cc3O2)cc1O | -4% | -7%[17.1 µM] | -10%[21.6 µM] | x | x | -12%[29.1 µM] | -7%[20.6 µM] |
| NS(=O)(=O)c1ccc(NC(=S)NC2CC2)cc1 | -2% | x | 3% | 11% | 7% | -5% | x |
| Oc1ccccc1/C=N/Nc1ccccc1 | 7% | 8%[10 µM] | -2% | u | -6% | -14% | 10% |
| Cc1ccc(CNn2cnnc2SCc2ccc(F)cc2)cc1 | -3% | u | 2% | -6% | 2% | -11% | -15% |
| CCOc1ccc(Oc2nc(NCC(C)C)nc(OC)n2)nn1 | 23%[38.3 µM] | -1%[10 µM] | 7% | 3% | 6% | 5% | 6% |
| O=C(NN=C1CCCCCC1)c1cn(-c2ccccc2)nc1-c1ccccc1 | 8% | 28%[10 µM] | 6% | -18% | 3% | -1% | -16% |
| CCOC(=O)Nc1cccc(Cl)c1C | -8%[38.3 µM] | 2% | -6% | -1% | 2% | 6% | 8% |
| S=C(NC1CCCC1)N1CCN(c2ccc(Cl)cc2)CC1 | 9% | -37%[inhibitor][1.9 µM] | 15% | -17% | -5% | -8% | 5%[9.22 µM] |
| O=C1CC(C(=O)NCc2ccccc2)C2(CCCC2)O1 (centres undefined) | 2%[38.3 µM] | 13% | -2% | 2% | -2% | 1% | 2% |

A second format for two compounds above:
> Oc1ccccc1/C=N/Nc1ccccc1
- IMPase Li inh = 7%
- HTT ATP protect = 8%[10 µM]
- GoLoco inh red = -2%
- GAA glycogen = u
- GAA inh = -6%
- aGlu spleen mod = -14%
- HTT aggregate = 10%
> Cc1ccc(CNn2cnnc2SCc2ccc(F)cc2)cc1
- IMPase Li inh = -3%
- HTT ATP protect = u
- GoLoco inh red = 2%
- GAA glycogen = -6%
- GAA inh = 2%
- aGlu spleen mod = -11%
- HTT aggregate = -15%

Gathered by group, the compounds so far with a Cl atom (6)
| canonical_smiles | IMPase Li inh | HTT ATP protect | GoLoco inh red | GAA glycogen | GAA inh | aGlu spleen mod | HTT aggregate |
| --- | --- | --- | --- | --- | --- | --- | --- |
| O=C(/C=C/c1ccccc1)OCc1cnc(Cl)s1 | 2% | -26% | 4% | -11% | -3% | 9% | 1% |
| O=C(Nc1nnc(-c2ccc(Cl)cc2)o1)C1CCCCC1 | x | 10%[10 µM] | 8% | -4% | x | -2% | 3%[9.22 µM] |
| Cn1c(CN2CCCC2)nc2cc(NC(=O)COc3ccc(Cl)cc3)ccc21 | 40%[activator][38.3 µM] | -5% | 3% | -4% | -6% | -2% | -16% |
| O=C(Cn1ncc(Cl)c(Cl)c1=O)N1CCN(Cc2ccccc2)CC1 | 7% | 34%[10 µM] | 14% | 0% | -5% | 1% | u |
| CCOC(=O)Nc1cccc(Cl)c1C | -8%[38.3 µM] | 2% | -6% | -1% | 2% | 6% | 8% |
| S=C(NC1CCCC1)N1CCN(c2ccc(Cl)cc2)CC1 | 9% | -37%[inhibitor][1.9 µM] | 15% | -17% | -5% | -8% | 5%[9.22 µM] |
